# Assay outcomes: PubChem BioAssay, NCI
# All columns: NCI-60 one-dose screen, growth in % after 48 h at 10 µM unless noted; 100 = growth as untreated, 0 = no growth, -100 = all killed.
# BT-549: BT-549 breast cancer. 4.4% of 78,000 active
# HS 578T: HS 578T breast cancer; 4.1% of 78,000 active
# MDA-MB-231: MDA-MB-231 breast cancer; 5% of 81,000 active; AID 1794789
# SR: SR leukemia cells; AID 1794780; 8.7% of 73,000 active
# K-562: K-562 leukemia. 7.4% of 78,000 active
# MDA-MB-468: MDA-MB-468 breast cancer; 8.5% of 78,000 active; AID 2202374
# MCF7: MCF7 breast cancer; 6.3% of 82,000 active; AID 1794796
# T-47D: T-47D breast cancer. 5% of 79,000 active. AID 1794792
# Numbers without * were called inactive; x = not tested or not shown; & = joins results of further samples; [ ] = remark or other dose. Rule for the calls: active = growth percent below 10; inactive = the rest.
smiles	K-562	T-47D	HS 578T	MCF7	BT-549	SR	MDA-MB-231	MDA-MB-468
O=C(OC1CCC2CCCC1C2=O)c1ccc([N+](=O)[O-])cc1 (configuration not stated)	101	117	116	95	97	105	106	103
COc1ccc2c(c1)N=C(C(=O)O)/C2=C/c1sc(=S)[nH]c1O	54	88	64	78	85	56	73	89
COc1ccc(/C=N/N2CC(C)OC(C)C2)cc1OC1CCCC1 (configuration not stated)	83	x	84	87	53	85	71	88
Cc1ccccc1C(=O)Oc1ccc(Br)cc1	103	95	99	93	103	91	95	111
Cc1nc([P+](c2ccccc2)(c2ccccc2)c2ccccc2)c(Sc2sc(-c3ccccc3)nc2[P+](c2ccccc2)(c2ccccc2)c2ccccc2)o1	9.7*	4.9*	14	8.1*	-0.5*	19	14	-32*
CSc1nc2nc3c(nc2c(=O)n1C)C(=O)c1ccccc1-3	103	70	89	44	106	102	81	69
FC(F)(F)c1cc(Br)ccc1Br	114	99	x	100	x	94	115	110
Cc1ccccc1NC(=O)C(=O)C(C(=O)c1ccccc1F)C1OC(=O)c2ccccc21 (configuration not stated)	79	75	91	74	64	71	90	89
CN1C(=O)c2cc(Cl)nc3c(NC(=O)c4cccc(Cl)c4)c(Cl)c(NC(=O)c4cccc(Cl)c4)c1c23	-43*	22	-12*	18	-8.6*	-45*	-40*	-20*
CCCCOc1nc2c(C)cccc2cc1C(c1cn(Cc2ccccc2)c2ccccc12)c1cn(Cc2ccccc2)c2ccccc12	99	105	110	93	116	104	99	105
COc1ccc(-c2nn(-c3ccc(NC(=O)Nc4ccc(Cl)c(C(F)(F)F)c4)cc3)cc2-c2ccncc2)cc1Cl	10	25	x	8.0*	0.6*	-7.3*	-52*	-46*
CN(C)Cc1cc(C(C)(C)C)ccc1O	105	118	102	x	102	103	122	107
Cc1nc2ccccc2c(/C=C/c2ccc(F)cc2)c1C(=O)/C=C/c1ccccc1	6.3*	11	22	11	31	8.9*	22	17
Cc1cnc(N)nc1-c1ccccc1	105&122	109&108	101&97	91&106	107&93	96&112	114&111	105
COc1cc2ccccc2oc1=O	103	95	93	100	104	x	103	98
C=CC(=O)N[C@@H](CO)Cc1ccc(-c2cc(F)cc(C(N)=O)c2)cc1	94	91	95	95	100	98	95	101
CCOC(=O)c1c(C(F)(F)F)n([O-])c2ccc(OC)cc2[n+]1=O	2.0*	12	41	32	-3.4*	-13*	20	-22*
CCCC1OC(c2cc3c(cc2Cl)OCO3)OCC1CC (configuration not stated)	102	91	x	114	106	97	105	115
N#Cc1c(-c2ccccc2F)cc(-c2cccnc2)[nH]c1=O	119	94	103	102	104	x	109	106
OCC(O)CNCCNc1c2ccccc2nc2cc(Cl)ccc12 (configuration not stated)	40	44	61	15	78	11	49	18
O=[N+]([O-])c1ccc(Cc2ccc([N+](=O)[O-])cc2)cc1	80	x	102	111	122	x	99	x
COc1ccc(C(=S)N2CCN(c3ccccc3Cl)CC2)cc1OC	106	79	99	106	91	40	102	92
Cn1c(=O)c2[nH]c(Cc3ccc(OCc4ccccc4)cc3)nc2n(C)c1=O	50	62	95	74	81	76	82	x
C=C(C)[C@@H]1CC[C@]2(C(=O)NCCCN(CCC#N)CCC#N)CC[C@]3(C)[C@H](CC[C@@H]4[C@@]5(C)CCC(=O)C(C)(C)[C@@H]5CC[C@]43C)[C@@H]12	88	91&102	105&96	85&93	118&95	96&108	99&103	91&116
CCCc1ccc(O)c(OC)c1	105	98	105	91	95	102	105	96
Fc1ccccc1CSc1ncnc2c1ncn2C1CCCCO1 (configuration not stated)	94	96	124	104	117	95	114	89
Nc1nn2c(-c3cc4ccccc4oc3=O)ccnc2c1N=Nc1ccc(Cl)cc1	113	108	115	68	142	86	67	94
C=CCN1C(=O)/C(=C/C(=O)OC)S/C1=N\Nc1ccc([N+](=O)[O-])cc1[N+](=O)[O-]	87	70	96	89	x	x	90	94
COC(=O)c1cc(C)cc(O)c1C	89	85	129	113	92	107	106	x
COc1ccc(-n2c(SCC(=O)Nc3ccc(S(=O)(=O)Nc4nccc(C)n4)cc3)nc3ccccc3c2=O)cc1	99	102	93	93	109	93	98	103
CCOC(=O)c1c(C)c2c(n1Cc1ccccc1)CSCC2=O	19[100 µM]	1.4*[100 µM]	47[100 µM]	-13*[100 µM]	-26*[100 µM]	-2.4*[100 µM]	-2.2*[100 µM]	-9.0*[100 µM]
Cc1cn(C2CC(O)C(COC(c3ccccc3)(c3ccccc3)c3ccccc3)O2)c(=O)[nH]c1=O (configuration not stated)	63	55	94	31	99	x	77	75
CCCCCCCn1cc2c(NCCc3cccc(Br)c3)ncnc2n1	63	74	78	77	96	72	87	100
COc1ccc(-c2oc3c(OC)c4c(c(OC)c3c2CC(=O)NC(C)C)OCO4)cc1	96	85	99	100	97	97	93	86
O=C(CN1CCN(c2cc(=O)[nH]c3ccc(F)cc23)CC1)Nc1nc(-c2ccccc2)cs1	97	70	92	93	110	79	95	88
C=C(CBr)[C@@H]1CC[C@]2(C)[C@H](CC[C@@H]3[C@@H]4[C@H]5OC(=O)[C@@]4(CCC5(C)C)CC[C@]32C)[C@@]1(C)CCC#N	81	x	88	84	93	x	95	96
Oc1cccc(-c2nc(-c3nn(CN4CCNCC4)c(=S)o3)cc3c2[nH]c2ccccc23)c1	99	95	97	99	100	86	114	101
COc1cccc(NC(=O)Nc2ccc(Nc3ncnc4sc(C(=O)NO)c(C)c34)cc2)c1	109	100	102	95	100	116	100	99
CN[C@@H]1C(OC2[C@H](O[C@H]3[C@H](O)[C@@H](O)[C@H](N=C(N)N)[C@@H](O)[C@@H]3N=C(N)N)OC(C)[C@]2(O)CO)OC(CO)C(O)C1O (some centres not stated)	113	111	112	111	112	102	104	108
COc1ccc(/C=N\NC(=O)N/N=C/c2ccc(OC)c(OC)c2)cc1OC	100	105&95	81&99	104&97	105	93&87	104&96	93&99
Nc1ccc([N+](=O)[O-])c(N)c1	98	82	x	87	x	86	104	112
O=C(NC1c2ccccc2Oc2ccccc21)OCCCl	106	98	100	97	91	91	86	109
OCCCCCOCc1ccccc1	92	91	104	95	115	101	91	88
CCCC(=O)Nc1cc([N+](=O)[O-])c([N+](=O)[O-])cc1OC	83	89	115	92	97	82	109	x
c1ccc2sc(SCCCn3ccnc3)nc2c1	103	75	102	88	97	88	90	62
C=C(C)Cc1cc2c(cc1O)OCO2	119	x	99	99	87	122	103	103
COc1ccc2oc(=O)cc(/C=N\Nc3nc(-c4ccc(Cl)cc4Cl)cs3)c2c1	91	88	101	89	95	84	87	97
CCn1cc(C(=O)O)c(=O)c2ccc(C)nc21	94	102	107	104	88	97	95	106
COc1cccc(N=Nc2cccc(OC)c2)c1	88	70	80	79	85	93	84	87
COc1cccc(N2C(=N)/C(=C3\Nc4ccccc4S3)CC2=O)c1	61	79	98	60	70	19	77	x

# As entered above:
# Entry for Cc1nc([P+](c2ccccc2)(c2ccccc2)c2ccccc2)c(Sc2sc(-c3ccccc3)nc2[P+](c2ccccc2)(c2ccccc2)c2ccccc2)o1 in T-47D: 4.9*
# Entry for Cc1ccccc1C(=O)Oc1ccc(Br)cc1 in MDA-MB-231: 95
# Entry for CN[C@@H]1C(OC2[C@H](O[C@H]3[C@H](O)[C@@H](O)[C@H](N=C(N)N)[C@@H](O)[C@@H]3N=C(N)N)OC(C)[C@]2(O)CO)OC(CO)C(O)C1O (some centres not stated) in HS 578T: 112
# Entry for O=[N+]([O-])c1ccc(Cc2ccc([N+](=O)[O-])cc2)cc1 in K-562: 80
# Entry for CCn1cc(C(=O)O)c(=O)c2ccc(C)nc21 in HS 578T: 107
# Entry for COc1cccc(NC(=O)Nc2ccc(Nc3ncnc4sc(C(=O)NO)c(C)c34)cc2)c1 in MCF7: 95

# Reformatted with each value named: 4 of the compounds above.
smiles: COC(=O)c1cc(C)cc(O)c1C
  K-562: 89 | T-47D: 85 | HS 578T: 129 | MCF7: 113 | BT-549: 92 | SR: 107 | MDA-MB-231: 106 | MDA-MB-468: x

smiles: COc1ccc(-n2c(SCC(=O)Nc3ccc(S(=O)(=O)Nc4nccc(C)n4)cc3)nc3ccccc3c2=O)cc1
  K-562: 99 | T-47D: 102 | HS 578T: 93 | MCF7: 93 | BT-549: 109 | SR: 93 | MDA-MB-231: 98 | MDA-MB-468: 103

smiles: CCOC(=O)c1c(C)c2c(n1Cc1ccccc1)CSCC2=O
  K-562: 19[100 µM] | T-47D: 1.4*[100 µM] | HS 578T: 47[100 µM] | MCF7: -13*[100 µM] | BT-549: -26*[100 µM] | SR: -2.4*[100 µM] | MDA-MB-231: -2.2*[100 µM] | MDA-MB-468: -9.0*[100 µM]

smiles: Cc1cn(C2CC(O)C(COC(c3ccccc3)(c3ccccc3)c3ccccc3)O2)c(=O)[nH]c1=O (configuration not stated)
  K-562: 63 | T-47D: 55 | HS 578T: 94 | MCF7: 31 | BT-549: 99 | SR: x | MDA-MB-231: 77 | MDA-MB-468: 75

# (continued)
smiles	K-562	T-47D	HS 578T	MCF7	BT-549	SR	MDA-MB-231	MDA-MB-468
O=C(CSc1nc2ccccc2c(=O)n1CCc1ccccc1)Oc1ccc(Cl)cc1	x	87	97	86	93	x	85	107
Cc1ccc(NC(=O)CCCl)cc1Cl	96	80	105	90	86	72	90	91
COCc1cccnc1	x	95	108	99	106	108	119	104
Cc1ccc(-c2nn(CC(=O)N3CCCC3)c(N)c2C#N)cc1	107	96	93	93	92	107	105	102
OCC(O)C1CCCCN1 (configuration not stated)	116	99	98	98	102	73	102	92
C[C@H]1CC2C([C@@H](O)C[C@@]3(C)C2CC[C@]3(O)C(=O)COC(=O)CCC(=O)O)[C@@]2(C)C=CC(=O)C=C12 (some centres not stated)	100	100	117	97	84	99	105	111
CCCCCCCSc1ccc(C(=O)Nc2ccc(C)cc2C(=O)O)cc1	39	87	96	68	103	64	90	47
CS(=O)(=O)c1ncnc2nc[nH]c12	103	115	117	97	121	98	103	103
O=C(c1ccccc1)N1CCOC(O)(c2ccccc2)C1c1ccccc1 (configuration not stated)	108	104	x	106	102	89	102	110
C=C1CCC2C3(C)COC(c4cc(F)cc(F)c4)OC3CCC2(C)C1CC(O)C1=CCOC1=O (configuration not stated)	25	40	70	15	-13*	29	63	71
O=C1OC2CC1CCC2Br (configuration not stated)	93	97	103	95	108	78	106	101
O=C(CCC(=O)N(CCO)CCO)N(CCO)CCO	96	99	x	95	94	90	109	110
c1ccc(Cc2nn3cc(-c4ccccc4)nc3s2)cc1	94	88	115	87	102	82	109	101
Cc1nn(-c2ccccc2)c2nc(Cl)c(/C=C/C(=O)c3ccc(Br)cc3)c(-c3ccc(Br)cc3)c12	x	93	86	95	90	x	100	104
CCC(=O)N1c2cc(C)ccc2N(C(=O)CC)c2c1c1cc(Br)ccc1n2C(=O)CC	86	81	103	75	119	93	81	80
CO[C@@]1(NC(=O)CSCC#N)C(=O)N2C(C(=O)O)=C(CSc3nnnn3C)CSC21 (some centres not stated)	x	104	110	97	100	113	107	115
Cc1ccc2ncc(-c3nnn(-c4ccc([N+](=O)[O-])cc4)c3C)c(C(=O)O)c2c1	107	92	102	92	90	93	98	107
NS(=O)(=O)c1cccc(C(=O)Nc2ccc(F)cc2)c1	99	95	97	86	111	95	101	89
Cc1cccc2c3c(sc12)C(c1ccc(F)cc1)C(C#N)=C(N)O3 (configuration not stated)	8.6*	66	29	8.4*	-0.9*	9.4*	27	24
Cc1cccc([N+](=O)[O-])c1I	141	104	113	114	110	128	102	104
Cc1ccc(/C=C/C(=O)Nc2ncc(Cc3ccc(F)cc3)s2)o1	20	59	49	14	69	19	78	34
O=C(CSc1nnnn1-c1ccccc1)c1cc2cc(Br)cc(Br)c2oc1=O	102	91	94	90	95	94	86	105
O=C(Cc1ccccc1)NNC(=O)Cc1ccccc1	99	x	95	89	96	93	116	108
c1cncc(-c2ccnc3nc(-c4ccncc4)nn23)c1	92	84	95	74	105	x	94	111
CC(C)(C)N	97	100	114	96	103	98	106	101
O=c1cc(-c2ccncc2)oc2ccccc12	95	88	104	90	105	84	106	76
Cc1ccc2cc(-c3nc4ccccc4[nH]3)c(Cl)nc2c1Cl	91	80	87	82	122	82	96	88
CC(C)(S)C(N)C(=O)O (configuration not stated)	101	81	118	98	94	90	99	119
Nc1nc2c(c(=O)[nH]1)N(C=O)C(CNc1ccc(C(=O)N[C@@H](CCC(=O)O)C(=O)O)cc1)CN2 (some centres not stated)	86&103	100&107	117	98&102	104&104	98	101&103	130
CNCC(O)c1cccc(O)c1 (configuration not stated)	96	103	107	100	92	104	92	113
CCOc1ccccc1/C=N\N=C(\N)N/N=C/c1ccccc1OCC	16	15	x	8.3*	36	x	52	-8.3*
COn1cc(C(=O)c2cccs2)c2cc(C#N)c(C#N)cc21	99	x	98	51	x	90	92	79
O=C1NC(=Nc2ccc(S(=O)(=O)Nc3nccs3)cc2)S/C1=C\c1coc2ccccc2c1=O	94	97	91	88	106	89	105	100
CC(=O)/C(=C/n1c(=S)[nH]c2ccccc21)C(=O)Nc1ccccc1C	100	90	100	95	106	94	94	101
Nc1ncnc2c1N=C(c1ccc(F)cc1)CC(c1cccc(Nc3ccnc4cc(C(F)(F)F)ccc34)c1)N2 (configuration not stated)	22	64	57	40	101	12	68	59
CCCCOc1ncnc2c1CC(C)c1c(C)cc(C)cc1N2C (configuration not stated)	108	94	104	94	136	x	101	104
OCC(I)CO	107	101	103	101	103	97	127	100
COc1cc(-c2cc(-c3ccc(N(C)C)cc3)nc(N3CCOCC3)c2C#N)cc(OC)c1OC	x	29	78	36	47	x	25	x
COc1ccc(C(=O)c2ccccc2C(=O)O)cc1	105	99	103	92	92	97	94	108
Nc1[nH]c(=O)[nH]c(=O)c1N=Nc1ccc(S(=O)(=O)Nc2ncccn2)cc1	98	90	116	109	99	98	106	107
COc1ccc(S(=O)O)cc1NC(C)=O	105	98	118	98	105	114	115	x
CC(=O)c1c2ccccc2cc2ccccc12	107	103	113	106	115	109	111	103
O=[N+]([O-])c1cccc(-c2nnc(CSc3nnc(-c4ccccc4)o3)o2)c1	88	94	100	92	106	93	98	100
